Compound activity from PubChem.
SENP6 block: SENP6 protease inhibition | Recombinant SENP6 catalytic domain, aminoluciferin luminescence | hit rate 1.8% among 330,000 | Q9GZR1 | inhibition, % at 10 µM;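 active = inhibition above about 50% at the single tested dose, limit read from the data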;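 note: plate controls were DMSO wells with enzyme for no effect and DMSO wells lacking enzyme for full effect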
SENP8 block-1: inhibitors of human SENP8 protease. AID 2540. Q96LD8. hit rate 1.2% among 330,000. inhibition, % at 10 µM. purified SENP8, Z-RLRGG-aminoluciferin cleavage, luminescence; in the data active = inhibition above about 50%
Target sequence (Q96LD8 whole entry, looked up): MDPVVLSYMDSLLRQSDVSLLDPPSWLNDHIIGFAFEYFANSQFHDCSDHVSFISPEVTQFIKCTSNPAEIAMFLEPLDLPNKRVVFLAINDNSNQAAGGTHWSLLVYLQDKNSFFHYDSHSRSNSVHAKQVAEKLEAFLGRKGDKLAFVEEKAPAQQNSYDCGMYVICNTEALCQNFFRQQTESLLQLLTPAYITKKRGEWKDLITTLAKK
SENP1 inh: blocks the human SENP1 SUMO protease catalytic domain | Q9P0U3 | recombinant SENP1 catalytic domain, CyPet-SUMO1-YPet FRET cleavage | inhibition, % at 10 µM | hit rate 0.21% among 360,000 | AID 624204;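 active = inhibition at least 30% at 10 µM, raw YFP signal under a set limit, fluorescence ratio 0.5 to 1.5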;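 note: 0% = enzyme with DMSO and 100% = no enzyme wells; some results filed as inactive read as strong as hits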
Target sequence (Q9P0U3 419-644 limits assumed): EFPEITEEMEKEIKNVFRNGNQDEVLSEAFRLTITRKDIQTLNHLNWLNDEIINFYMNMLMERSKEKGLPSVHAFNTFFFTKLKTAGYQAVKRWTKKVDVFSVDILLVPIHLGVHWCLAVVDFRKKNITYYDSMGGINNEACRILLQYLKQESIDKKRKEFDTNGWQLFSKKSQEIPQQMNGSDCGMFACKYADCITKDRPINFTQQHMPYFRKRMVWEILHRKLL
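material = recombinant human SENP1 catalytic domain, His6-tagged | quantity = 20 pM enzyme | reagent = 25 nM SUMO1 FRET substrate | compound dosing = 10 µM single point, 0.5% DMSO | timing = 50 min enzyme reaction, room temperature, light-protected | detection = FRET, CFP and YFP emission | control set = no-enzyme low, enzyme-DMSO high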
Apaf-1 inh: blocks human Apaf-1 apoptosome activity; reconstituted apoptosome caspase-3 activity, DEVD-Rh110 fluorescence; O14727; hit rate 0.71% among 330,000; AID 489030; inhibition, % at 20 µM; active = inhibition of at least 40% at 20 µM;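 note: plate controls were DMSO wells for no effect and DEVD-CHO caspase inhibitor wells for full effect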
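Material: reconstituted apoptosome with Apaf-1, cytochrome c, caspase-9, procaspase-3, dATP. Technique: Rh110 fluorescence intensity. Buffer or medium: pH 7.5 Hepes buffer with CHAPS, BSA, DTT. Times: 30 min plus 50 min, RT.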
SENP8 block-2: inhibitors of human SENP8 protease; hit rate 0.64% among 360,000; AID 602440; recombinant SENP8, Nedd8 substrate fluorescence; Q96LD8; inhibition, % at 20 µM; in the data active = inhibition mostly above about 40%, no sharp cut-off; inactive = mostly below about 27%
UBC13 inh: blocks human UBC13 polyubiquitin chain formation; TR-FRET; inhibition, % at 20 µM; hit rate 0.47% among 330,000; AID 485273; in the data active = inhibition above about 45%, passing the limit was not always enough
Target sequence (P61088 whole entry, looked up): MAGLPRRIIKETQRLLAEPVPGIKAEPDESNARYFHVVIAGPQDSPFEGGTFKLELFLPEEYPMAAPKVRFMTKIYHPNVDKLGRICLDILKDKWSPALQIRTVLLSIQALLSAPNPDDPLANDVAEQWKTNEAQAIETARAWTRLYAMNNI
APOBEC3G inh: blocks human APOBEC3G single-stranded DNA deamination. hit rate 0.28% among 330,000. inhibition, % at 20 µM. Q9HC16. recombinant A3G, ssDNA deamination FAM/TAMRA fluorescence. AID 493012;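 active = inhibition of at least 40% at 20 µM, with no more than 30% in the related APOBEC3A deaminase screen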;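 note: plate controls were DMSO wells with A3G for no effect and wells lacking A3G enzyme for full effect; some compounds called inactive have numbers as strong as hits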
SENP7 inh: blocks the human protease SENP7; Q9BQF6; recombinant SENP7, Z-RLRGG-aminoluciferin luminescence, 40 min; inhibition, % at 5 µM; hit rate 1.5% among 330,000;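 active = inhibition above about 50% at the single test dose, limit read from the data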;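 note: plate controls were DMSO with enzyme for no effect and no enzyme buffer wells for full effect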
Target sequence (Q9BQF6 706-1050 limits assumed): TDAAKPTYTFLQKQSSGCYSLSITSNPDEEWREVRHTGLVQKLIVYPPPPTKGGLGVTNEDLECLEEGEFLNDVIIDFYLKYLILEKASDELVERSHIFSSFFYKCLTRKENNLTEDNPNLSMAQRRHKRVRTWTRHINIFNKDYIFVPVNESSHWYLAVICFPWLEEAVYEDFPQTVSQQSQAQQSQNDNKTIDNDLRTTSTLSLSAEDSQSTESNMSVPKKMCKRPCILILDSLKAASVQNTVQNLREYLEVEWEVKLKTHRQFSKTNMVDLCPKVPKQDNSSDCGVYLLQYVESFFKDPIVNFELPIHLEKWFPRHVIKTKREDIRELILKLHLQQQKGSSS
* = called active by the depositor; / = not tested or not shown; & = joins results of further samples.

Each structure is followed by: SENP6 block, SENP8 block-1, SENP1 inh, Apaf-1 inh, SENP8 block-2, UBC13 inh, APOBEC3G inh, SENP7 inh
1: CCOC(=O)N1CCN(C(=O)C2CC(=O)N(Cc3ccc(OC)cc3)C2)CC1 (stereo unspecified)
    -19.5, -1.1, 1.1, -3.4, 7.5, 11.6, -4.2, -8.3
2: O=C(OCC(=O)N1CCC(Cc2ccccc2)CC1)c1cncc(Br)c1
    -1.9, 5.7, -9.6, 13.7, 3.5, 8.6, -8.1, 4.9
3: O=C(NC1=NCCS1)c1nc(-c2ccccc2)n(-c2ccccc2)n1
    0.8, 3.4, -1.6, 4.9, 16.5, -7.4, -9.5, -9.9
4: Cc1ccc(-c2csc(NC(=O)c3cccc(S(=O)(=O)N4CCN(C)CC4)c3)n2)cc1
    -10.6, -1.9, 2.5, 4.4, -42.6, 23.3, -4.8, 4.2
5: CC(=O)c1ccc(OCC(=O)NC2CCCN(Cc3ccccc3F)C2)cc1 (stereo unspecified)
    -6.6, 4.7, -41.4, 13.0, -1.6, -2.2, -2.6, -3.2
6: Cc1ccc(-c2cc(-c3ccc(C)cc3O)[nH]n2)cc1
    45.3, 12.3, 2.1, 10.8, 18.8, 9.6, -5.6, 12.8
7: CCCN(C(=O)CSc1nnnn1-c1ccccc1OC)C1CCS(=O)(=O)C1 (stereo unspecified)
    -1.5, -5.4, 0.7, -8.1, -3.4, 1.0, -3.6, -7.4
8: Cc1csc(NC(=O)CSc2nnc(NC(=O)COc3ccc(Cl)cc3)s2)n1
    2.0, -4.9, -2.8, -6.1, 0.6, -3.6, 4.5, 3.0
9: CN(C)c1ccc(C(=S)N2CCN(S(=O)(=O)c3ccccc3)CC2)cc1
    -6.9, -5.6, 2.2, -1.4, 27.2, -9.2, -1.5, -18.6
10: CCOC(=O)c1nn(-c2ccccc2C)c2nc(Nc3ccccc3)cc(=O)n12
    -15.9, -0.2, 2.6, 23.7, 0.9, 11.9, -7.1, 7.0
11: Cc1ccc(NC(=O)c2cccc(OC(F)F)c2)c(OC(F)F)c1
    -8.3, 8.2, 0.8, 2.6, 9.9, 10.8, -1.3, 1.9
12: CN(C)S(=O)(=O)n1cc(/C=C(\NC(=O)c2ccccc2)C(=O)N2CCOCC2)c2ccccc21
    19.8, 9.9, 1.6, -10.5, 11.3, 0.5, -7.8, -6.0
13: Cc1cccn2c(=O)c(/C=C(\C#N)S(=O)(=O)c3ccccc3)c(N3CCC(C(N)=O)CC3)nc12
    -11.1, -13.8, -28.7, 12.1, -9.8, -3.9, -7.5, -8.1
14: CCCCOc1ccc(NC(=O)C(=O)NCCC2=CCCCC2)cc1
    -0.4, -0.8, 2.6, 3.6, 22.3, -2.5, 1.5, 10.4
15: CCOC(=O)c1c(NC(=O)CSc2nnc(-c3cccc(C)c3)n2CC)sc(C(C)=O)c1C
    8.0, -3.2, 11.6, 15.4, 6.4, -4.8, -4.3, 0.0
16: COc1cc(Cc2cnc(N)nc2N)cc(OC)c1OC
    5.1&-2.3, -7.0&-4.5, 1.5&-2.1, 9.5&6.8, 5.1&4.2, -12.8&-7.1, -0.8&-9.4, -8.1&-0.3
17: COc1ccc(OC)c(-c2nc(C(=O)NCCCN3CCOCC3)cc3c2[nH]c2ccccc23)c1
    -15.4, -10.3, -23.0, 6.8, -180.7, 14.2, -9.6, -11.3
18: N#Cc1c(/N=C/C=C/c2ccccc2)sc2c1CCCC2
    -8.9, -5.6, -1.9, 4.2, 11.2, -17.9, 26.7, -2.7
19: COc1ccc(Cn2c(-c3ccc(C)cc3)nc3c(c(=O)c4ccccc4n3C)c2=O)cc1
    -7.4, -7.2, -1.3, 22.7, -15.5, 5.9, 0.2, -2.2
20: CCCN(C(=O)COc1ccc(Cl)cc1Cl)c1c(N)n(Cc2ccccc2)c(=O)[nH]c1=O
    -0.4, -1.9, -1.1, -1.8, 20.0, 3.5, -10.9, 0.5
21: COc1ccc(CCNC2=CC(=O)N(c3ccc(F)cc3)C2=O)cc1
    2.0, 2.9, -39.8, 1.6, -11.6, 23.9, -7.7, 3.1
22: COc1cc(C(=S)N2CCCCC2)ccc1OCC(=O)Nc1ccccc1Cl
    -3.2, -3.8, -0.6, 15.6, 11.3, 12.3, -7.1, 3.5
23: CCc1nonc1NC(=O)c1oc2cc(Br)ccc2c1C
    -11.0, -7.5, 0.2, 6.4, 6.1, -9.7, -1.0, -12.7
24: COc1ccc(CCNC(=O)c2ccc(OCc3c(C)noc3C)cc2)cc1OC
    0.2, -13.7, 3.1, -0.9, 6.7, -2.5, -9.9, -10.8
25: O=C(NCC1CCCN(C(=O)c2cccc(C(F)(F)F)c2)C1)c1ccc(F)cc1 (stereo unspecified)
    -13.3, -2.4, 1.6, 2.0, 17.5, -2.0, -0.1, 0.4
26: O=C(CCSCCC(=O)Nc1ccccc1F)Nc1ccccc1F
    -19.4, -12.6, -1.9, 8.4, 3.3, -1.2, -9.8, -7.1
27: O=C(O)CNc1ccc(S(=O)(=O)C(F)(F)F)cc1[N+](=O)[O-]
    9.1, -1.0, -30.2, -4.1, 7.2, 13.1, -2.6, 6.1
28: O=C(CSc1nc2c(sc3ccccc32)c(=O)n1CCCN1CCCC1)NCc1ccccc1
    -22.0, -0.6, -0.2, 10.0, -326.4, 8.7, 1.8, -0.5
29: Cc1ccc(C)c(OCC(=O)NNC(=O)c2ccc(=O)[nH]c2)c1
    16.7, 6.9, -0.7, -4.8, -1.5, 7.6, -8.3, -2.0
30: CCc1c(C(=O)Nc2cc(C(=O)OC)ccc2C)csc1C
    -12.7, 3.8, 0.7, 10.6, 12.1, 4.9, -10.0, 0.1

Continued:
Each structure is followed by: SENP6 block, SENP8 block-1, SENP1 inh, Apaf-1 inh, SENP8 block-2, UBC13 inh, APOBEC3G inh, SENP7 inh
31: CC(NC(=O)/C(C#N)=C/c1cn(-c2ccccc2)nc1-c1ccc(F)cc1)c1ccccc1 (stereo unspecified)
    10.0, -2.8, 2.5, 3.2, -132.7, -2.0, -9.3, 2.0
32: FC(F)Oc1ccccc1NC(=S)Nc1cccnc1
    -1.7, -1.4, 0.8, -6.8, 9.0, 3.5, -5.0, 1.7
33: O=C(c1ccc(CS(=O)Cc2ccc(Cl)cc2)o1)N1CCN(c2ccccc2F)CC1 (stereo unspecified)
    2.8, 0.8, 2.8, 14.4, 10.6, -4.8, 1.9, 3.3
34: COc1cccc(CNCc2ccccc2OC)c1
    5.1, -2.1, -0.6, -9.8, 10.6, 3.3, -6.7, -4.2
35: Cc1nc2ccccc2c2oc(C(=O)NCCN3CCN(C)CC3)cc12
    -2.5, -13.1, 1.4, 10.9, 5.3, -11.6, -14.6, -13.3
36: O=C(Cn1cnc2cc([N+](=O)[O-])ccc2c1=O)Nc1ccc(N2CCOCC2)cc1
    -20.6, -5.6, -2.8, -17.3, 18.9, -16.8, -1.5, -2.3
37: CCOc1cc(C(=O)OCC(=O)Nc2cccc(C)c2)ccc1OCC(=O)N1CCOCC1
    8.2, 8.0, 1.6, 0.4, 17.8, -4.1, -4.4, -5.8
38: Cc1ccc(Sc2nc(C)c([N+](=O)[O-])c(C)c2C#N)cc1
    -3.2, -2.0, 1.2, -1.6, 25.5, 0.8, -4.3, 1.4
39: CCCn1nc(C(=O)Nc2nnc(C3CC3)s2)c2ccccc2c1=O
    -12.5, -12.8, 2.2, 6.1, -2.3, -6.7, -3.5, 3.9
40: O=C(CCC(=O)N1CCN(c2ccccc2F)CC1)N1CCN(c2ccccc2)CC1
    -1.3, -4.1, 2.1, -17.3, 2.8, 11.3, -5.5, -0.8
41: CC(=O)c1c(-c2ccc(Cl)cc2Cl)noc1C
    -9.9, 0.4, -0.8, -5.3, 8.1, 3.4, -5.0, -1.6
42: O=C(CCc1nnc2n(Cc3ccc(F)cc3)c(=O)c3ccccc3n12)NCCCN1CCOCC1
    5.0, -0.8, -0.3, 17.7, 12.5, -7.1, 18.9, 7.7
43: O=S(=O)(c1ccc(Cl)nc1)N1CCN(c2ncccn2)CC1
    -10.8, 0.2, 3.7, -17.3, 3.1, 7.3, -6.9, 3.2
44: Cc1ccccc1Nc1c(-c2ccccn2)nc2c(C)cccn12
    1.0, 0.5, 0.9, -9.5, -103.1, 10.3, -6.1, -2.0
45: Cc1ccc(-c2n[nH]c(=S)n2/N=C/c2cc3c(cc2[N+](=O)[O-])OCO3)cc1
    -1.3, -0.5, -8.7, 11.3, 16.0, 1.6, 35.7, -8.0
46: O=C(NC(=S)NCc1ccc2c(c1)OCO2)c1ccccc1
    -9.7, -8.1, 3.3, 1.1, 9.1, 2.5, -2.7, -15.9
47: Cc1nn(Cc2ccccc2)c(C)c1NC(=O)CCCn1nc(C)c([N+](=O)[O-])c1C
    -3.6, 3.7, -0.7, 4.0, 24.6, -14.0, 1.2, 0.8
48: C=CCC(=O)OCC(=O)Nc1ccc(Cl)cn1
    7.4, 2.4, 1.7, -7.0, 25.6, 7.8, -5.0, 3.9
49: COc1ccc(-c2cc(C(F)(F)F)n3nc(N)nc3n2)cc1
    0.8, 2.9, -147.9, 5.9, -327.1, 2.1, 1.8, 8.0
50: CC1Oc2ccccc2N(Cc2ccccc2F)C1=O (stereo unspecified)
    -11.4, -3.9, /, -2.0, /, -7.6, -0.5, -2.7
51: CCOc1ccc(C(C(=O)NC2CCCCC2)N(C(=O)c2ccco2)c2ccc(-n3cnnn3)c(C)c2)cc1 (stereo unspecified)
    -12.5, -4.1, 0.4, 3.6, 20.0, 11.9, -1.8, 3.7
52: N#CC1=C(N)SC(N)=C(C#N)C1CCc1ccccc1
    8.4, 3.7, -24.6, 8.7, -144.2, 35.1, -3.7, -1.0
53: CNC(=O)C(=O)Nc1nc(C23CC4CC(CC(C4)C2)C3)cs1
    -9.9, -8.6, 1.2, 4.3, 3.8, -1.9, 22.2, -11.3
54: CSc1cccc(NC(=S)NC(=O)CCc2ccccc2)c1
    -5.4, 2.4, -0.6, 19.3, 2.6, -14.8, -1.8, -1.5
55: CCCOc1ccc(N2C(=O)CC(N(CCC)C(=O)CCC(=O)O)C2=O)cc1 (stereo unspecified)
    -5.8, -6.6, -0.5, -2.0, 19.6, -2.6, -5.8, 11.0
56: CC(=O)Nc1ccc(NC(=O)CSc2ncnn2-c2ccccc2)cc1
    -9.4, -6.1, 0.8, 0.6, 26.8, -5.3, -1.7, 4.8
57: CC[C@]12c3[nH]c4ccccc4c3CCN1C(=O)C(CC(=O)NCCN1CCOCC1)C[C@@H]2C(=O)N1CCN(C(=O)C2CC2)CC1 (stereo partly specified)
    -2.0, 1.1, 2.2, -5.9, 4.7, 8.0, -5.8, -3.6
58: CCCCc1ccc(NS(=O)(=O)c2cccs2)cc1
    -13.3, -3.5, 1.0, 10.8, 2.9, 12.5, -3.6, -3.2
59: CC(=O)N(c1ccccc1C)S(=O)(=O)c1ccc(Cl)cc1
    3.5, -2.8, 0.3, 2.6, 13.8, 3.5, -0.1, 7.2
60: Cc1cc(C)nc(N2CCCC(C(=O)NCc3ccc4c(c3)OCO4)C2)n1 (stereo unspecified)
    10.4, -4.8, 1.5, 12.2, -22.8, 0.9, -8.6, -4.8
61: COc1ccc(NC(=O)CSc2nc3c(c(=O)n2C)SCC3)cc1OC
    -18.0, -5.0, -0.5, -11.7, 8.1, -1.1, -9.0, 7.1
62: NC(=O)c1ccc(N2CCCCC2)c(N2C(=O)C3C4C=CC(C4)C3C2=O)c1 (stereo unspecified)
    -10.2, 1.7, 4.2, -2.9, 38.4, 6.8, -5.1, -4.9
63: CCCSc1nnc(-c2cccc(S(=O)(=O)N(C)C)c2)n1-c1cc(OC)ccc1OC
    -7.8, 5.5, 1.5, -7.2, 6.4, 3.6, -6.7, 0.5
